Source: PubChem BioAssay
Kir21 block: Kir2.1 (mouse) channel inhibition; hit rate 0.85% among 310,000; P35561; B-score at 10 µM; HEK293-Kir2.1, FluxOR thallium flux fluorescence; hits give low values;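 active = fluorescence ratio B-score at or below minus 3 SD of library scores, with starting-brightness B-score within 2 SD, cut at about -4.2 in these data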;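 note: channel flux triggered by added potassium and thallium sulfate stimulus; B-score of peak minus minimum fluorescence over baseline after thallium stimulus; more negative B-score means stronger Kir2.1 block with less thallium influx; some compounds called inactive have numbers as strong as hits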
Target sequence (P35561 whole entry, looked up): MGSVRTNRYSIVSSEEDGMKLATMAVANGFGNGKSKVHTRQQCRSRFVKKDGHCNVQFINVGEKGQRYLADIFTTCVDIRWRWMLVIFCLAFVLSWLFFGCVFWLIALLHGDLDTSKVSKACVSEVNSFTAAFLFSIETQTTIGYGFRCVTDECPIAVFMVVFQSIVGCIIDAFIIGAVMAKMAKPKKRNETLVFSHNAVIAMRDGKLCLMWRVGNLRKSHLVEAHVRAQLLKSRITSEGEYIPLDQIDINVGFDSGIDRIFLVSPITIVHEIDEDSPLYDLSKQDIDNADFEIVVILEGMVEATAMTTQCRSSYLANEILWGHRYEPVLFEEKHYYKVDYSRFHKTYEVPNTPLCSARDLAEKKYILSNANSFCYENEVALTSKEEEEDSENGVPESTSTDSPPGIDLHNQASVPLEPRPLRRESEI
STK33 inh: inhibitors of human STK33 kinase | Q9BYT3 | purified STK33, MBP phosphorylation, ADP-Glo luminescence | inhibition, % at 10 µM | hit rate 0.073% among 320,000 | AID 2661;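 active = inhibition at or above 25%, using the most active replicate where run in duplicate; inactive = inhibition below 25%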
Target sequence (Q9BYT3 whole entry, looked up): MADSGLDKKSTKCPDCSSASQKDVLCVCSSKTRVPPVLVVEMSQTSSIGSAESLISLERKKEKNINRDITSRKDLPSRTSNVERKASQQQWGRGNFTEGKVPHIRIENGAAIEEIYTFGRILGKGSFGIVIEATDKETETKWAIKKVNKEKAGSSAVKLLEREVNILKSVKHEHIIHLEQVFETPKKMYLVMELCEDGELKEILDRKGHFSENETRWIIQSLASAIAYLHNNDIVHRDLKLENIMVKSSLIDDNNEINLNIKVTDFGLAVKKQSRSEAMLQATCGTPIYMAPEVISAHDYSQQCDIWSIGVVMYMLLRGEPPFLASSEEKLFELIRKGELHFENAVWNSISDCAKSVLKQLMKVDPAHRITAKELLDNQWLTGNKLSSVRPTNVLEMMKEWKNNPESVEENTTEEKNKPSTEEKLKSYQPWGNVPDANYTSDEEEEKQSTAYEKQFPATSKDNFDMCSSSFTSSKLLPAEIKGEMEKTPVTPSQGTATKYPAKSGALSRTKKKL
* marks the source's active call; other numbers are inactive results; x = not tested or not shown. Rows are unselected. Share with any hit: about 0.84%.

Every second line gives: Kir21 block | STK33 inh
CCOC(=O)c1cn(CC#N)c2cc(F)c(F)cc2c1=O
  1.5 | -0.1
CN(C(=O)CS(=O)(=O)c1cn(CC(=O)N2CCOCC2)c2ccccc12)c1ccccc1
  -1.2 | 0.7
Cc1cccc(-n2c(C)cc(/C=N/NC(=O)c3cccc([N+](=O)[O-])c3C)c2C)c1
  -0.02 | -0.5
Cc1ccc(C(=O)NC(=S)Nc2cc(C(F)(F)F)ccc2Cl)cc1
  -0.61 | -1.7
Cc1ccc(SC[C@H](Cc2ccccc2)N2CC[C@@H](C)CCC2=O)cc1
  -0.12 | -0.2
CCCCN1C(=O)NC(NC(=O)c2ccco2)(C(F)(F)F)C1=O (stereo not given)
  -0.44 | -1.2
CCN1CCN(S(=O)(=O)c2ccc(Cl)c(C(=O)N(C)Cc3cccc(Cl)c3Cl)c2)CC1
  -1.5 | -1.1
COc1cc(C(=O)O)c2ccccc2n1
  0.09 | -1.7
O=C(NC1CCCCC1NC(=O)c1ccco1)c1ccco1 (stereo not given)
  -0.51 | -0.3
O=c1[nH]c(CSc2ncnc3sccc23)nc2ccccc12
  0.81 | 1.8
CC[C@@H](C)[C@@H](C(=O)N1CCN(C(=O)OC(C)(C)C)CC1)n1cc(CCCN=C(NC(=O)OC(C)(C)C)NC(=O)OC(C)(C)C)nn1
  0.22 | -0.1
CC(C)NC(=S)N/N=C1\CCCCc2ccccc21
  -2.2 | 0.3
CCCCN(CCCC)S(=O)(=O)c1ccc2[nH]c(=O)[nH]c2c1
  -0.16 | -3.0
COc1ccc(S(N)(=O)=O)cc1C(=O)NNC(=O)CN(C)S(=O)(=O)c1ccc(Cl)cc1
  x | 0.4
Cc1c(NC(=O)CN2c3ccccc3CC2C)c(=O)n(-c2ccccc2)n1C (stereo not given)
  0.36 | 0.4
COC(=O)c1cn(NC(=O)c2ccccc2[N+](=O)[O-])c(=O)c2ccccc12
  0.01 | -0.9
Cc1cc(NC(=O)c2ccc(N3C(=O)C4C5C=CC(C5)C4C3=O)cc2)no1 (stereo not given)
  0.03 | 7.2
O=[N+]([O-])c1ccccc1S(=O)(=O)N1CCCCC1
  0.1 | -1.7
COc1cc(/C=C2\SC(=O)N(c3ccc(O)cc3)C2=O)cc(OC)c1OC
  1.7 | -4.6
CCOc1cc(C(=O)CCC(=O)OCC(=O)N2c3ccccc3NC(=O)C2(C)C)ccc1O
  -0.03 | 1.2
CCOc1ccc(NC(=O)c2csc3c2CCCC3)cc1
  1.3 | 0.1
CCCn1c(=N)c(S(=O)(=O)c2ccccc2)cc2c(=O)n3cccc(C)c3nc21
  0.32 | -0.4
CCS(=O)(=O)c1nc(S(=O)(=O)c2ccc(C)cc2)c(NCc2ccccn2)s1
  -0.08 | -0.4
CN(C)CCOc1ccc(/C(=C(/CCCl)c2ccccc2)c2ccccc2)cc1
  -0.05 | x
CC(C)CCN1C(Nc2ccccc2)=NC[C@@H]1Cc1ccccc1
  -1.7 | -2.9
Cc1ccc2c(c1)cc1c(=O)n(CC(=O)N(C)c3ccccc3)nc(C)n12
  -0.29 | -1.2
CCO[C@@H]1OC(C(=O)N2CCCCCCC2)=C[C@H](c2ccc(C(F)(F)F)cc2)[C@H]1CCCO
  -0.17 | 0.0
COc1ccc(F)c(-c2nc(CN3CCN(C(=O)c4ccco4)CC3)c(C)o2)c1
  -0.13 | -1.1
COc1ccc(/C=N/NC(=O)C(=O)N2CCCCCC2)cc1
  0.04 | -0.3
COC(=O)C(NC(=O)C(NC(=O)C1CCC(C)CC1)C(C)C)C(C)C (stereo not given)
  0.18 | 1.8

A second format for part of the listing above:
Kir21 block | STK33 inh | SMILES
-0.44 | -1.2 | CCCCN1C(=O)NC(NC(=O)c2ccco2)(C(F)(F)F)C1=O (stereo not given)
-1.5 | -1.1 | CCN1CCN(S(=O)(=O)c2ccc(Cl)c(C(=O)N(C)Cc3cccc(Cl)c3Cl)c2)CC1
0.09 | -1.7 | COc1cc(C(=O)O)c2ccccc2n1
-0.51 | -0.3 | O=C(NC1CCCCC1NC(=O)c1ccco1)c1ccco1 (stereo not given)
0.81 | 1.8 | O=c1[nH]c(CSc2ncnc3sccc23)nc2ccccc12

(cont.)
Every second line gives: Kir21 block | STK33 inh
C/C(=N\Nc1nc(C)cc(=O)[nH]1)C1CC1
  0.03 | 1.6
COc1ccc(Oc2ncnc3c2ncn3Cc2ccccc2)cc1
  -0.07 | -0.5
COc1ccc(-c2nc3ccccc3c(=O)n2CCOc2c(C)cccc2C)cc1
  -0.97 | -1.2
Cn1c(Cn2nnc3ccccc32)nnc1SCC(=O)c1ccccc1F
  0.88 | 4.6
CCOC(=O)Cn1nnc(-c2cccc(OC)c2)n1
  1.7 | 0.3
Cc1ccc(C)c2[nH]c(=O)c(CCNC(=O)c3ccc(S(=O)(=O)N4CCOCC4)cc3)cc12
  -0.61 | 0.8
CC(=O)Nc1ccc(C=NNC(=O)c2ccc(NS(=O)(=O)c3cccs3)cc2)cc1
  x | 0.2
CCN(CC)C(=O)C12CC3CC(CC(Br)(C3)C1)C2
  -0.01 | -0.7
COC(=O)c1ccc(/C=C/c2ccc3cccc(OC(C)=O)c3n2)cc1
  -0.04 | -0.9
CCOc1ccccc1NC(=O)CSc1nnnn1C1CCCC1
  -1.1 | -1.2
CCCCC(=O)Nc1ccnc(-c2cccnc2)n1
  0.78 | -0.6
Cc1ccc(Oc2ncccc2/C=N/OCc2ccc(Cl)c(Cl)c2)cc1
  -1.3 | -2.0
CC(C)(C)C1CCC(C(=O)NCC(c2cccs2)N2CCOCC2)CC1 (stereo not given)
  0.09 | -0.1
Cc1c(Br)c([N+](=O)[O-])nn1CC(=O)NCc1ccccc1
  0.43 | -0.2
CCOc1ccccc1NC=C1C(=O)OC(C)(C)OC1=O
  -0.37 | -0.5
Cc1c(CCC(=O)O)c(=O)oc2cc(OCc3ccccc3F)ccc12
  1.8 | 0.1
COc1cc(OC)cc(C(=O)N2CCN(C(=O)c3cccs3)CC2)c1
  -0.88 | -1.1
CC(C)Oc1c(Br)cc(Br)cc1/C=N/NC(N)=S
  -0.95 | -1.8
COc1cc(N=c2ssnc2Cl)cc(OC)c1
  -3.4 | 1.1
COc1cc(OC)c(C2N(c3cc(C)on3)C(=O)C3CCCN32)cc1OC (stereo not given)
  -1.9 | -1.0
O=C(CN1CCCCCCC1)N/N=C/c1ccc(F)c(F)c1
  -2.4 | -0.7
CCC(=O)Nc1cc(C)c(NC(=O)C23CC4CC(CC(C4)C2)C3)cn1
  -0.5 | -1.4
COc1ccc2nc(NC(=S)N(C)C)sc2c1
  0.69 | -0.2
O=C(Nc1ccc(F)cc1F)N1CCN(C(=O)c2ccco2)CC1
  0.68 | -1.7
CCN(CC)CCCNc1cc(C(F)(F)F)c(C#N)c2nc3ccccc3n12
  -3.1 | 3.1
C/C(=N\NC(=O)CC(C)C)c1ccc(Cl)c(Cl)c1
  -1.5 | -0.2
COc1cccc(OC)c1C(=O)Nc1cccc(-c2ccc(N3CCOCC3)nn2)c1
  -0.8 | -0.2
CCOc1ccccc1Cn1c(=O)oc2ccc(C)cc21
  x | -0.3
O=C(O)CCCNS(=O)(=O)Cc1ccccc1
  1.6 | -0.1
COc1ccc(C(=O)NCc2c(CC(C)C)oc(C)c2C(=O)O)cc1
  0.59 | -1.8

Later entries
Every second line gives: Kir21 block | STK33 inh
CC(=O)c1sc(-c2ccccc2)nc1C
  1.9 | -1.4
CCOC(=O)CCC(=O)NCc1ccc2[nH]c(C)cc2c1
  2.2 | -1.2
CC(=O)Nc1c(Cl)cnn(-c2ccccc2)c1=O
  -0.32 | 0.6
CCS(=O)(=O)NC(C)C(c1cccs1)N1CCN(c2ccc(F)cc2)CC1 (stereo not given)
  0.02 | 0.0
CCCc1nc(SCc2cccnc2)c2c(=O)n(C)c(=O)n(C)c2n1
  0 | -0.8
O=C1N[C@H](C(=O)O)CS1
  0.07 | -1.1
CCOc1ccccc1N(C(=O)c1ccccc1Cl)C1=NC(C)(C)CS1
  -2.1 | 0.3
COC(=O)c1ccc(/C=C/c2c(-c3ccsc3)oc3ccc(N4CCOCC4)cc23)cc1
  0.75 | -0.6
COc1ccc(S(=O)(=O)N2CCCCCC2)cc1C(=O)N(C)CC(=O)Nc1ccc(Cl)c(Cl)c1
  -0.97 | 1.2
Cc1ccc(S(=O)(=O)N(C)CC(=O)O/N=C(\N)c2cccc([N+](=O)[O-])c2)cc1
  -0.22 | -0.6
CCC(C)(C)n1nnnc1C(c1ccccc1OC)N1CCN(C(=O)c2ccco2)CC1 (stereo not given)
  3.3 | 0.2
CCOC(=O)c1c(NC(NC(C)=O)C(Cl)(Cl)Cl)sc(C(C)=O)c1C (stereo not given)
  0.09 | 1.1
O=C(N/N=C/c1c[nH]c2ccccc12)C1CC1c1ccccc1 (stereo not given)
  0.01 | -1.0
Cc1ccc(S(=O)(=O)N2CCCCC2)cc1NC(=O)CSc1ccc2c(c1)OCCO2
  -0.84 | -1.6
O=C(NNCc1ccc(O)cc1)c1ccccc1Cl
  -0.03 | -0.7
Cc1c(C)n(Cc2ccc(F)cc2)c2ccc(C(=O)N3CCN(c4ccccn4)CC3)cc12
  0.03 | -3.3
CN(C)C(=O)CCc1nc2sc3c(c2c(=O)[nH]1)CCCC3
  0.47 | 1.8
CCc1c(C)sc(NC(=O)c2ccoc2C)c1C(N)=O
  0.48 | -1.2
CC(C)OC(=O)NC(C)(C)COC(=O)Nc1cccc(Cl)c1
  0.82 | 8.4
Fc1ccc(NC(=S)NN=C2CCCCCC2)cc1
  0.04 | -0.5
CC(=O)N(CCCN1CCOCC1)Cc1ccncc1
  0.19 | -0.8
CC(NS(=O)(=O)c1ccc(CCC(=O)NCc2cccnc2)cc1)c1ccccc1 (stereo not given)
  0.02 | -1.6
CCOc1ccc(CCNC(=O)CS(=O)(=O)Cc2nc(-c3cccc(OC)c3)oc2C)cc1
  1.1 | -0.9
O=C(NC(=S)N1CCCCC1CO)c1cccs1 (stereo not given)
  x | -1.9
CC(C)CCc1c(O)nc(SCC(C)C)[nH]c1=O
  0.75 | -2.3
CCc1ccccc1NC(=O)CSc1nnc(Cn2cnc3ccccc32)o1
  0.73 | 0.4
CSc1ccc(S(=O)(=O)Nc2ccc3c(c2)NC(=O)CC3)cc1
  -0.38 | -0.7
O=C(CSc1nnc(NC2CCCCC2)s1)NN1C(=O)NC2(CCCCC2)C1=O
  1 | -1.9
O=C(O)C1C2C=CC(C2)C1C(=O)NCc1ccco1 (stereo not given)
  -0.11 | -1.4
CCN(C(=O)CSc1cc(-c2ccccc2)c2ccc(OC)cc2n1)C1CCS(=O)(=O)C1 (stereo not given)
  -0.04 | -1.4

An excerpt from above in order of number of heavy atoms, highest first.
Every second line gives: Kir21 block | STK33 inh
CCS(=O)(=O)NC(C)C(c1cccs1)N1CCN(c2ccc(F)cc2)CC1 (stereo not given)
  0.02 | 0.0
CCOc1ccccc1N(C(=O)c1ccccc1Cl)C1=NC(C)(C)CS1
  -2.1 | 0.3
CN(C)C(=O)CCc1nc2sc3c(c2c(=O)[nH]1)CCCC3
  0.47 | 1.8

(cont.)
Structure	Kir21 block	STK33 inh
N#Cc1ccc(C(=O)Nc2cc(S(=O)(=O)N3CCOCC3)ccc2N2CCCC2)cc1	x	-0.9
O=C(C1CCN(S(=O)(=O)c2ccc(Br)s2)CC1)N1CCc2ccccc21	0.31	-1.9
Cc1ccccc1Cn1nc(C)c(NC(=O)c2cc3n(n2)C(C(F)F)CC(C(F)F)N3)c1C (stereo not given)	x	-1.9
O=C(C[C@@H]1C/C=C\CC[C@@H](Cc2ccc(F)cc2)C(=O)OC[C@@H]2CCCN2C1=O)NCCO	x	-0.1
Cc1noc(C)c1S(=O)(=O)N(CC(=O)N1CCCCCC1)c1ccc(C(C)C)cc1	0.69	-0.2
O=C(NN=C1c2ccccc2-c2ccccc21)c1ccccc1Br	1.7	-0.1
Cc1ccc(NC(=S)c2nc3ccccc3[nH]2)c(C)c1	1.4	-0.3
O=C(NCc1nc(-c2ccc(C(F)(F)F)cc2)no1)c1cccs1	-0.07	0.2
CC1(C)CC(=O)C2=C(C1)N(c1cccc(Cl)c1)C(=O)NC2(C(F)(F)F)C(F)(F)F	-0.61	0.0
Cc1nc(N)sc1N=Nc1c(C)n(C)n(-c2ccccc2)c1=O	0.49	-0.8
O=C(CCNS(=O)(=O)c1ccc(Cl)cc1)N1CCN(c2ccccn2)CC1	-1.3	-0.2
CCS(=O)(=O)NCc1csc(-c2ccccc2)n1	-0.19	-1.0
COc1ccc(C2c3cc(OC)c(OC)cc3CCN2S(C)(=O)=O)cc1OC (stereo not given)	0.19	x
Cc1nc2sc(-c3ccccc3)cc2c(=O)n1/N=C/N(C)C	0.7	-0.4
O=C(CCS(=O)(=O)c1cc2c(cc1Cl)NC(=O)CO2)NCCc1ccccc1	1.3	-2.6
CC1CC(C)CN(c2cc(=O)n(Cc3ccc(F)cc3)c(=O)[nH]2)C1 (stereo not given)	0.84	-0.3
Cc1c(C=O)c(Cl)n(C)c(=O)c1C#N	-0.01	-1.6
Cc1ccc(/C=c2\sc3nc(-c4cccnc4)nn3c2=O)cc1	-0.58	0.7
CCOc1cc(/C=C(\C#N)C(=O)NCC2CCCO2)ccc1O (stereo not given)	-0.35	-0.2
CN(c1ccc(C(=O)N2CCN(Cc3ccc4c(c3)OCO4)CC2)cc1)S(=O)(=O)c1ccccc1	-0.87	-1.6
CCCc1[nH]nc2c1C(c1ccsc1)C(C#N)=C(N)O2 (stereo not given)	1.6	-1.6
COc1cc(OC)cc(-c2c(C#Cc3ccsc3)c3cc(-c4ccc(C(N)=O)cc4)ccc3n2C)c1	x	-0.6
COc1ccc(CCn2nnnc2CN2CCN(C(=O)c3ccco3)CC2)cc1OC	0.31	-1.0
O=C(Nc1ccc(F)cc1)c1nn(-c2ccccc2)c(=O)cc1Cl	0.67	x
COc1ccccc1N1C(=O)C2C3C=CC(C3)C2C1=O (stereo not given)	0.5	-1.9
CCOc1ccc(N2C(=O)CC(Sc3n[nH]c(-c4ccccc4)n3)C2=O)cc1 (stereo not given)	-0.57	0.4
